From PubChem BioAssay
Phagocytosis inh = inhibitors of macrophage phagocytosis, primary screen, imaging, J774A.1 cells, IgG beads; J774A.1 macrophage IgG-bead phagocytosis; inhibition, % at 5 µM; 0.07% of 110,000 active; AID 1029, 2008;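 active = inhibition above the mean of the plate negative controls plus 5 SD, cut at about 13% in these data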;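 also: phagocytic index as fraction of beads internalized from green versus red external bead signal; plate controls were DMSO negative control for no effect and cytochalasin-D positive control for full effect; some results beyond the cut were filed as inactive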
bCat KO growth = primary screen for growth suppressors in beta-catenin knockout HCT116 cells (colon tumor, human). HCT116 beta-catenin knockout viability, CellTiter-Glo, 60 h; hits give low values. viability, % at 10 µM. 1.5% of 140,000 active. AID 818, 2007;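 active = viability at or under a set limit, the compound median less 4 SD, cut at about 6% in these data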;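 also: 0% = Hyamine 1622 control at 20 µM and 100% = untreated cell control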
GALR2 antag = GALR2 antagonists in receptor-expressing cells, primary screen; Galanin receptor type 2 (Homo sapiens), O43603; antagonist mode; inhibition, % at 4 µM; 0.39% of 140,000 active; in the data active = inhibition above about 27%;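 also: cells stimulated with galanin 1-16 at roughly its EC80; 0% = agonist challenge control and 100% = basal control without agonist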
Target sequence (O43603 whole entry, looked up): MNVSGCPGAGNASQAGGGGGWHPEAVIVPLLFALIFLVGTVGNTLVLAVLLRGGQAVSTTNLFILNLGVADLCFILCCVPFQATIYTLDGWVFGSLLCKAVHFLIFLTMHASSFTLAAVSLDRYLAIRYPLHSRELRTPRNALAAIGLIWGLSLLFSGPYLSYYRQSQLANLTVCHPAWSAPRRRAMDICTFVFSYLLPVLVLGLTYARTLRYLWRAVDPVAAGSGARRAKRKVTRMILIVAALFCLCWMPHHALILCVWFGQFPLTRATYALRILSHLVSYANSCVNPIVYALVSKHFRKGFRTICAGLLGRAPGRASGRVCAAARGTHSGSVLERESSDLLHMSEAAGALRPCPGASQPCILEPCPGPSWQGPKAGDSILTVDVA
Yeast lifespan up = compounds extending yeast replicative lifespan, primary screen, S. cerevisiae, OD615 | S. cerevisiae growth with nicotinamide; deaD strain in restrictive glucose medium | inhibition of the nicotinamide effect, % at 10 µM | 0.68% of 130,000 active | AID 775, 2007;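 active = inhibition above a set limit, placed 3 SD over the median of all compounds, cut at about 26% in these data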;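 also: 0% = nicotinamide-treated wells and 100% = cells grown without nicotinamide; some compounds called inactive have numbers as strong as hits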
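Assay system: DeaD-strain S. cerevisiae. Medium: CSMM-D glucose medium, restrictive. Reagent: nicotinamide, 1.5 mM, co-present with compound. Compound: 10 µM single point, 0.25% DMSO. Schedule: culture preincubation 4 h, compound exposure 48 h, both 30 °C. Detection: absorbance at 615 nm.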
MRP-1 activ = H69AR viability gain despite doxorubicin, primary screen, MRP-1 activator project, H69AR cells, CellTiter-Glo. viability rescue. 0.61% of 140,000 active. viability increase, % at 10 µM;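 active = viability gain under doxorubicin at or above a set limit, the compound median plus 3 SD, cut at about 4.7% in these data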;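 also: MRP-1 overexpressing cells given doxorubicin 25 µM after compound pretreatment; 18-22 h compound pretreatment then 72 h with doxorubicin before readout; 0% = doxorubicin-only wells and 100% = vehicle-treated cells without doxorubicin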
E-sel TNF inh = E-selectin induction blockers in HUVEC – imaging, immunofluorescence, high content, primary screen | HUVEC TNFa-induced E-selectin immunofluorescence | inhibition, % at 2 µM | 0.71% of 120,000 active | AID 1246, 2008;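 active = inhibition above the batch mean plus 3 SD, and confirmed as a hit on visual image review, cut at about 43% in these data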;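 also: 0% = TNF-stimulated DMSO wells and 100% = unstimulated control wells; not every result past the cut was called active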
NPY-Y2 antag = NPY-Y2 receptor antagonists, primary screen, cell-based. Neuropeptide Y receptor type 2 (Homo sapiens), P49146. NPY-Y2 expressing cells, antagonist mode. inhibition, % at 2.7 µM. 0.99% of 140,000 active; in the data active = inhibition above about 17%;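 also: 0% = vehicle with agonist challenge and 100% = reference antagonist with challenge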
Target sequence (P49146 whole entry, looked up): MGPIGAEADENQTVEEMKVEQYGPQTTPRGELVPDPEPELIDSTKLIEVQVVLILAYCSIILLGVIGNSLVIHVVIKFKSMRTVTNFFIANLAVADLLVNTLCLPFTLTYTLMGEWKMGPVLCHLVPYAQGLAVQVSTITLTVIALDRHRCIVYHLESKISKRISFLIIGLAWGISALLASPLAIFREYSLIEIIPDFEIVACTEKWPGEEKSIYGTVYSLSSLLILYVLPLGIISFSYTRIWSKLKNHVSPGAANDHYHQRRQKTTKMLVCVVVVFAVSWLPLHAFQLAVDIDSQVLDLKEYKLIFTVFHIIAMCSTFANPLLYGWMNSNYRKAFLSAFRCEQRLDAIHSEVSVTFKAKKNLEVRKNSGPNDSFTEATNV
HCT116 PTEN-null = growth suppression of PTEN-null HCT116, primary screen, cell-based, CellTiter-Glo | viability, % at 10 µM | 1.2% of 140,000 active | HCT116 PTEN-null viability, 60 h; hits give low values | AID 827, 2007;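 active = viability at or below a set limit, 4 SD under the median of all tested compounds, cut at about 3.7% in these data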;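 also: PTEN knockout HCT116 line with beta catenin targeted HCT116 as companion control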
Measles CPE = compounds protecting cells from measles virus cytopathic effect, primary screen, measles RdRp inhibitor project, single point, MLSMR library, absorbance; Measles virus-infected cells, CPE protection; protection (pct of control), % at 4 µM; 1.5% of 140,000 active; AID 841, 2007; in the data active = protection mostly above about 24%, no sharp cut-off; inactive = mostly below about 26%; also: some compounds called inactive have numbers as strong as hits
Yeast growth inh = growth inhibitors of yeast BB579 in restrictive medium, primary screen, yeast lifespan-shortening project, S. cerevisiae. AID 804, 2007. inhibition, % at 10 µM. OD615, 48 h. 0.51% of 140,000 active;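 active = inhibition above a set limit, 3 SD over the mean compound inhibition, cut at about 44% in these data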; also: inactives centre near -24
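Test system: Saccharomyces cerevisiae DeaD strain BB579, replicative lifespan model yeast | Buffer or medium: Restrictive CSMM-D medium | Doses: One dose, 10 µM compound with 0.25% DMSO | Incubation: 48 h exposure, 30 °C | Detection: Culture absorbance at 615 nm | Control set: Amphotericin B at 10 µg/mL as positive control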
* hit, by the source's call; . = no result given.

SMILES | Phagocytosis inh | bCat KO growth | GALR2 antag | Yeast lifespan up | MRP-1 activ | E-sel TNF inh | NPY-Y2 antag | HCT116 PTEN-null | Measles CPE | Yeast growth inh
CCOc1cccc2c1OC1(C)CC2NC(=O)N1c1cccc(Cl)c1 (centres undefined) | 0 | 101 | 6 | -4 | 2.2 | 11 | 2 | 99 | 9 | -12
COc1ccc(C(=O)c2cc([N+](=O)[O-])ccc2N2CCCC2)cc1 | -7 | 14 | 3 | 2 | -1.6 | . | 3 | 14 | 10 | -18
COc1ccc(/C=N/N=C2\SCC(=O)N2c2c(C)n(C)n(-c3ccccc3)c2=O)cc1OC | -4 | 85 | -4 | -5 | -1.9 | . | 1 | 78 | 7 | -12
Cc1cccc(NC(=O)CNC(=O)COc2ccc(-c3ccc(C#N)cc3)cc2)c1C | -3 | 69 | 7 | 0 | -2.9 | 18 | 1 | 58 | 3 | -11
COc1ccc(OC)c(CNC(=O)Cc2c(C(=O)O)[nH]c3ccccc23)c1 | -2 | 100 | 3 | -4 | -1.5 | . | 4 | 108 | 8 | -22
COc1ccc(NC(=O)c2ccc(C(=O)c3ccccc3)o2)cc1 | 0 | 85 | -4 | -27 | -1.2 | 6 | -2 | 82 | 4 | 9
CCn1c(=N)n(CC(O)COc2cccc(C)c2)c2ccccc21 (centres undefined) | . | 32 | 4 | -3 | -1.3 | -23 | 21* | 40 | 16 | -33
Cc1cc2nc3c(c(=O)n2[nH]1)CCCC3 | 4 | 97 | -10 | -3 | -1.1 | -7 | 0 | 95 | 20 | 4
Cc1ccc(C)c(C(=O)O/N=C(\N)c2ccc(Br)cc2)c1 | 1 | 74 | -12 | -16 | -2.9 | -15 | 2 | 80 | 5 | -51
COc1ccc(NC(=O)CNS(=O)(=O)c2ccc(Cl)cc2)cc1 | . | 99 | -7 | . | -1.5 | -1 | 2 | 93 | 27 | -7
O=C(CCCOc1ccc(Cl)cc1Cl)N1CCCc2ccccc21 | -1 | 89 | -12 | -13 | -0.3 | 37 | 16 | 83 | 3 | -22
Cc1occc1C(=O)NNC(=O)C1CCCCC1 | -11 | 95 | -2 | 4 | -1.8 | 3 | 2 | 96 | 20 | -2
N#Cc1c(N)c(C(=O)c2ccc(Cl)cc2)n2c1CCC2 | . | 99 | -5 | -8 | 0.4 | 19 | 1 | 96 | 6 | -35
O=C(c1ccccc1)c1ccccc1C(=O)N1CCOCC1 | -1 | 90 | 5 | -8 | -1.1 | -14 | 1 | 110 | 14 | -46
CCc1ccc(-c2nnn(Cc3nn[nH]n3)n2)cc1 | 0 | 83 | 1 | -1 | -1.3 | -26 | 5 | 79 | 8 | -18
Cc1nn(CCC(=O)NNC(=S)Nc2ccc(F)cc2)c(C)c1Br | 6 | 90 | 7 | 4 | -2.4 | . | 3 | 92 | 2 | -33
Cc1onc(-c2ccccc2)c1C(=O)N1CCc2ccccc21 | . | 80 | 5 | -11 | -0.5 | . | 7 | 98 | 7 | -10
COc1ccc(Cl)cc1-c1nc(-c2ccc(NC(=O)c3cccs3)cc2)no1 | -2 | 3.3* | 10 | -7 | -5.4 | 3 | 4 | 2.5* | 33 | -43
O=C(Nc1ccc(N2CCOCC2)c(Cl)c1)c1cccnc1 | 2 | 100 | -2 | -5 | -0.2 | -13 | 0 | 109 | 15 | -31
CCOC(=O)CSc1nc(C2CC2)nc2ccccc12 | 1 | 100 | -1 | -8 | -0.5 | 8 | 15 | 102 | 12 | -18
Cc1[nH]c2ccccc2c1C(=O)CN1CCN(C2CCCCC2)CC1 | 2 | 105 | 10 | -12 | -1.9 | -1 | 5 | 110 | 3 | -18
COC(=O)c1ccccc1NC(=O)c1cc2n(n1)C(C(F)F)CC(C(F)F)N2 (centres undefined) | -3 | 55 | -7 | -21 | -2.9 | -19 | 2 | 64 | 18 | -20
CC(C)NC(=O)c1cc2ccccc2o1 | . | 84 | -4 | . | 0.0 | 11 | 0 | 100 | 11 | -25
CS(=O)(=O)N(CC(=O)N1CCN(c2ccccc2)CC1)c1ccc(Cl)c(C(F)(F)F)c1 | -2 | 79 | -12 | -2 | -4.0 | 14 | 6 | 68 | 3 | -26
Cc1ccc(S(=O)(=O)N2CCC(C(=O)O)CC2)cc1C(=O)O | 0 | 90 | 13 | -4 | -0.8 | -34 | 5 | 101 | 5 | -47
C=CCn1c(-c2ccc(OC)c(OC)c2)n[nH]c1=S | . | 84 | 3 | -13 | -0.4 | 2 | 2 | 78 | 3 | 3
CCOC(=O)C(C)Sc1nc2ccccc2c(=O)n1CC (centres undefined) | -1 | 88 | 4 | 0 | -2.9 | 15 | 7 | 80 | 7 | -42
CCc1c(C)nc(SCC(=O)CC(=O)OC(C)C)c(C#N)c1C | 0 | 105 | -1 | -6 | -2.5 | . | 2 | 100 | 4 | -26
Fc1ccccc1NC(=S)N1CCN(c2ccccn2)CC1 | -6 | 83 | -11 | -1 | -0.3 | . | 0 | 94 | 7 | -6
CCC1CCCCN1C(=O)CSc1nnc(-c2ccc(OC)cc2)o1 (centres undefined) | 0 | 84 | -3 | -6 | -1.6 | . | 5 | 95 | 9 | -30
CCOC(=O)C1=C(CSc2nc3ccccc3s2)NC(=O)NC1c1ccc(OC)cc1 (centres undefined) | . | 5.7* | 6 | 1 | -0.5 | -16 | 5 | 21 | 9 | -30
O=C(OC1CCN(c2ncc(C(F)(F)F)cc2Cl)CC1)c1cccc(C(F)(F)F)c1 | -2 | 72 | -8 | -14 | -1.2 | 16 | -2 | 87 | 5 | -12
Cc1ccc(C)c(S(=O)(=O)N2CCN(CC(=O)Nc3ccc4c(c3)CCC4)CC2)c1 | 0 | 92 | -14 | 2 | -3.4 | . | 3 | 79 | 21 | -6
Fc1ccc(F)c(CN2CCN(c3ncccn3)CC2)c1 | 1 | 96 | 11 | -6 | -0.2 | -22 | 2 | 111 | 7 | -44
O=C(C1CC1)N(CCN(Cc1ccccc1)C(=O)C1CC1)Cc1ccccc1 | -1 | 72 | 14 | -14 | -3.5 | -35 | 16 | 78 | 5 | -51
CC(=O)c1ccc(Oc2ncnc3sccc23)c(CN2CCOCC2)c1 | . | 97 | 10 | 0 | -2.8 | -93 | 1 | 90 | 25 | -28
CCn1c(C)c(C2=CCN(S(=O)(=O)c3ccc(C)cc3)CC2)c2ccccc21 | -5 | 76 | -1 | -3 | 0.9 | . | 3 | 78 | 4 | -16
COCCNS(=O)(=O)c1ccc2c(c1)oc(=O)c1cc(S(=O)(=O)NCCOC)ccc12 | -1 | 97 | -11 | 18 | 0.1 | . | 3 | 102 | 10 | -23
Cc1ccccc1Nc1nc(CSc2nnnn2-c2ccccc2)cs1 | -1 | 118 | 1 | -17 | -1.1 | 44 | 5 | 90 | 10 | -55
Cc1nn(Cc2ccccc2)c(C)c1NC(=O)c1cccs1 | -4 | 96 | -15 | 2 | 0.2 | 6 | 2 | 91 | 7 | -59
Cc1nn(-c2ccccc2)c(=S)n1-c1ccccc1 | -2 | 97 | -9 | -2 | -2.2 | 32 | 3 | 104 | 9 | -7
Cc1cc(NCc2ccccc2)nc(N2CCOCC2)n1 | -1 | 85 | 10 | 5 | -2.5 | 9 | 2 | 94 | 17 | -41
COc1cccc(CNc2cc(CSc3ccc(Cl)cc3)nc(C)n2)c1 | -1 | 83 | -4 | -5 | -1.2 | 3 | 21* | 67 | 2 | -14
CCC(=O)Nc1ccc(C(=O)CSc2nnc(-c3ccc(NS(C)(=O)=O)cc3)n2C)cc1OC | -6 | 92 | -6 | -2 | 1.6 | . | 0 | 101 | 19 | -11
Cc1ccc(Cc2cnc(NC(=O)c3ccco3)s2)cc1 | . | 103 | -4 | -12 | -0.5 | -10 | 5 | 117 | 16 | -28
Cc1cnc(C)c(N2CCC(C(=O)NC(C)c3cccs3)CC2)n1 (centres undefined) | 1 | 101 | 1 | 6 | -1.2 | -28 | 4 | 103 | 14 | -37
COc1ccc(/C=C2\C(=O)NC(=S)N2C(=O)c2ccc(C)cc2)cc1 | -3 | 82 | -9 | 0 | -1.6 | 1 | 6 | 83 | 6 | -44
COCCNC(=O)CSCc1c(F)cccc1Cl | 0 | 95 | -9 | 3 | -2.6 | 18 | 0 | 97 | 6 | -10
FC(F)(F)C12CC(c3ccccc3)=NCCN1CCN2 (centres undefined) | -1 | 112 | 4 | -8 | -1.1 | . | 2 | 98 | 14 | -20
O=C(c1ccc(C(=O)N2CCCCCC2)cc1)N1CCCCCC1 | . | 93 | -1 | . | -4.0 | -16 | 1 | 96 | 12 | -12
C=CCN1C(=O)/C(=C/c2ccccc2)S/C1=N/c1nccs1 | -3 | 99 | 6 | 6 | 1.2 | 4 | 3 | 98 | 7 | -19
O=C(O)C1C2C=CC3(CN(c4cccc(C(F)(F)F)c4)C(=O)C13)O2 (centres undefined) | -1 | 86 | -3 | -4 | -2.6 | . | 3 | 84 | 2 | -8
COc1ccc2oc(=O)cc(C)c2c1 | 0 | 119 | 2 | -23 | -3.5 | -9 | 1 | 110 | 8 | 8
O=c1oc2ccc(Cl)cc2cc1-c1ccccc1 | -10 | 73 | -2 | -3 | 0.6 | 19 | 1 | 83 | 3 | -20
N#Cc1nc(N2CCOCC2)nc(N2CCOCC2)n1 | 0 | 72 | 10 | -12 | -1.0 | 36 | 1 | 67 | 21 | -50
CCC1Oc2ccc(C)cc2N(CC(=O)NCC2COc3ccccc3O2)C1=O (centres undefined) | 0 | 86 | 0 | -3 | 0.6 | . | 6 | 95 | 11 | -4
O=C(Nc1nnc(-c2ccccc2)o1)C1CCCCC1 | 0 | 81 | -7 | -10 | -1.0 | -3 | 3 | 68 | 18 | 11
Cc1nc2ccc(C(=O)O)cc2[nH]1 | 0 | 100 | 5 | -10 | 2.1 | 2 | 1 | 98 | 5 | 44*
COc1ccc(CN(C)CCc2ccccn2)c(OC)c1OC | 2 | 72 | 2 | -17 | -1.2 | . | 4 | 79 | 4 | 1
CCN1C(=O)CC(N2CCN(c3ccc(C(=O)c4ccncc4)cc3)CC2)C1=O (centres undefined) | 0 | 91 | -8 | -6 | -1.9 | 9 | 3 | 100 | 49 | -64
